From PubChem
PfHsp40 rescue – compounds rescuing yeast from Plasmodium falciparum HSP40 toxicity; 0.68% of 340,000 active; growth rescue, % at 12.5 µM; AID 504582; S. cerevisiae expressing PfHsp40, growth rescue, ATP luminescence; in the data active = growth rescue above about 28%, passing the limit was not always enough; inconclusive = no clear call, values can overlap the other calls;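 note: yeast W303a lacking pdr1 and pdr3 grown in galactose medium; growth measured after three days at 30 °C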
TcdB GH inh – blocks C. difficile toxin B glycohydrolase activity | P18177 | inhibition, % at 9.99 µM | TcdB glycohydrolase enzymatic assay, plate reader | 0.24% of 350,000 active | AID 652162; in the data active = inhibition above about 10%
BoNT-A LC inh2 – inhibitors of Botulinum neurotoxin A light chain protease; multiplex microsphere protease substrate cleavage, flow cytometry; inhibition, % at 10 µM; 0.17% of 360,000 active; AID 588499; note: plate controls were buffer without enzyme for full effect and enzyme alone for no effect
Y pestis TopoI – Y. pestis Topo-I inhibition via cleavage products. Y. pestis Topo-I cleavage product accumulation, plate reader. activity, % at 10 µM. 0.064% of 360,000 active; in the data active = activity above about 50%, passing the limit was not always enough; inconclusive = no clear call, values can overlap the other calls; note: inactives centre near 2
BoNT F protease – blocks Botulinum neurotoxin F light chain protease; Multiplex microsphere protease cleavage assay, flow cytometry; inhibition, % at 10 µM; 0.22% of 360,000 active; in the data active = inhibition above about 35%, passing the limit was not always enough; inconclusive = no clear call, values can overlap the other calls; note: plate controls were buffer without enzyme for full effect and enzyme alone for no effect
FadD28 binding – inhibitors of Mycobacterium tuberculosis FadD28 bisubstrate binding | FadD28 bisubstrate probe binding, fluorescence polarization | inhibition, % at 12.5 µM | 0.22% of 360,000 active | AID 588549; in the data active = inhibition above about 8.5%, passing the limit was not always enough; inconclusive = no clear call, values can overlap the other calls
CCHF vOTU inh – blocks the CCHF virus ovarian tumor domain protease. CCHFV vOTU protease, Pep-AMC fluorescence. inhibition, % at 11.5 µM. 0.55% of 370,000 active. AID 651958; in the data active = inhibition above about 30%; note: 0% = vehicle wells with enzyme and 100% = no enzyme wells
PrPC TRFRET – inhibitors of human cell surface prion protein PrPC. P04156. TR-FRET read-out. inhibition, % at 13.8 µM. 0.43% of 370,000 active; in the data active = inhibition above about 24%; note: 0% = median of the test wells and 100% = reference compound wells
Anthrax LF inh2 – blocks Bacillus anthracis lethal factor protease. inhibition, % at 10 µM. multiplex microsphere protease cleavage assay, LF. 0.12% of 360,000 active. P15917; note: plate controls were buffer without enzyme for full effect and enzyme alone for no effect
Target sequence (P15917 whole entry, looked up): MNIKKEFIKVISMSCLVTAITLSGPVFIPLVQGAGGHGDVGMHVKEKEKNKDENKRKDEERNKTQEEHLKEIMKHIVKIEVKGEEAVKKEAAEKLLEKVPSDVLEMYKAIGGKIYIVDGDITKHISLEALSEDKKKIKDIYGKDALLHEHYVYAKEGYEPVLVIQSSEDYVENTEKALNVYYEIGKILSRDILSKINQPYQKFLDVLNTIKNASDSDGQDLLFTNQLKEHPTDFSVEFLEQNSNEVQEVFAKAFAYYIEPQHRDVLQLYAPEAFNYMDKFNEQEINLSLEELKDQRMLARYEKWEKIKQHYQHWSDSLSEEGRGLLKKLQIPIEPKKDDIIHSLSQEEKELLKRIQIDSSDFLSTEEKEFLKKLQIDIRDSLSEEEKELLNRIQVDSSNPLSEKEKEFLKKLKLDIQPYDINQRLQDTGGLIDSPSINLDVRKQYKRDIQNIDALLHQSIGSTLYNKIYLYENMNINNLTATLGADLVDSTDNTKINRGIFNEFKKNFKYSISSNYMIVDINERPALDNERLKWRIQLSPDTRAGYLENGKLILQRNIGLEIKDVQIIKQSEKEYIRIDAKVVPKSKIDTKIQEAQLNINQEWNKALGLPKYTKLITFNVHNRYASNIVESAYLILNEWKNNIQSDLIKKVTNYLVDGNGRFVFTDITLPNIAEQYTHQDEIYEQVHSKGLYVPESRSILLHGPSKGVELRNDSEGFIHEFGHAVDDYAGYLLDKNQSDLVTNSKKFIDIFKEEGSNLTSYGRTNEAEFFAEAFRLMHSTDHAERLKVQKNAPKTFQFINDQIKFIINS
* hit, by the source's call; u = inconclusive; x = no result given; & = joins results of further samples. Cut-off read from the data, not from the text of the source, unless noted: active = inhibition above about 30%; inconclusive = no clear call, values can overlap the other calls; inactive = below that.

1. COc1ccc(CCC(=O)Nc2nnc(C)s2)cc1
2. Cc1cc(C)c2c(-n3cccc3)n[nH]c2n1
3. C=CCN(CC=C)C(=O)Cn1cnc([N+](=O)[O-])n1
4. O=C(c1ccc2c(Cl)c3c(nc2c1)CCCC3)N1CCN(c2ccc(F)cc2)CC1
5. COc1ccc(C(=O)Nc2nnc(CCS(=O)(=O)c3ccc(C)cc3)s2)cc1
6. CCOC(=O)COc1ccc2c3c(c(=O)oc2c1C)CCC3
7. c1csc(-c2nnsc2-c2nc3ccccc3[nH]2)c1
8. Cc1ccc(C(=O)NC(C)c2ccccc2)o1 (stereo not drawn)
Compound,1,2,3,4,5,6,7,8
PrPC TRFRET,0,8,-5,-12,1,3,-3,-10
BoNT-A LC inh2,-0.7,0.0,0.2,0.8,0.0,0.4,1.0,1.5
TcdB GH inh,0.4,x,x,-0.4,-0.6,x,x,x
BoNT F protease,-10,8,-2,2,0,-1,-8,3
Y pestis TopoI,8,-7,-6,14,2,1,-11,-3
CCHF vOTU inh,-10,-1,1,4,8,8,7,3
PfHsp40 rescue,x,0.5,-0.2,1.8,-0.6,-0.8,-0.8,0.3
FadD28 binding,-1.5,-1.9,-1.6,-2.1,-2.8,-5.1,-5.8,-2.2
Anthrax LF inh2,-5,4,-2,0,-2,-2,-1,-5

9. CCCOc1ccc(CC(=O)NNC(=S)Nc2ccccc2)cc1Br
10. CC(=O)Nc1ccc(N/C=C/C(=O)c2ccc(Cl)cc2)cc1
11. CCCCNC(=S)NNC(=O)c1c(Cl)c(C)nn1C
12. CCCCNc1nc2ccccc2n1CC(=O)Nc1c(C)cccc1CC
13. O=C(OCc1ccccc1)N1CCC2CC1c1cc(-c3ccc(F)cc3)ccc12 (stereo not drawn)
14. COc1ccc(C(=O)N2CCN(c3cnn(-c4ccccc4)c(=O)c3Cl)CC2)cc1
15. CCN1CCc2nc3sc(C(=O)N4CCc5ccccc5C4)c(N)c3cc2C1
16. Cc1ccc(Cn2nc(C(=O)Nc3ccc(Br)cc3)cc2C)cc1
Compound,9,10,11,12,13,14,15,16
PrPC TRFRET,6,4,-1,-8,-4,-13,-19,17
BoNT-A LC inh2,0.6,x,-0.2,1.0,-0.2,-0.9,6.2,-2.4
TcdB GH inh,x,0.9,1.1,x,0.6,0.9,0.7,-3.2
BoNT F protease,13,x,1,1,-4,-9,-28,8
Y pestis TopoI,20,-4,-1,-9,31,2,-1,19
CCHF vOTU inh,14,-4,-8,0,-3,16,12,5
PfHsp40 rescue,0.6,2.2,-0.7,1.7,0.3,-0.2,-1.6,0.8
FadD28 binding,-0.6,-0.4,-1.4,-0.3,0.5,-2.8,-3.3,-13
Anthrax LF inh2,1,x,0,0,-1,-5,-2,-8

Ordered by length of the SMILES (ascending): part of the list above
9. CCCOc1ccc(CC(=O)NNC(=S)Nc2ccccc2)cc1Br
10. CC(=O)Nc1ccc(N/C=C/C(=O)c2ccc(Cl)cc2)cc1
13. O=C(OCc1ccccc1)N1CCC2CC1c1cc(-c3ccc(F)cc3)ccc12 (stereo not drawn)
Compound,9,10,13
PrPC TRFRET,6,4,-4
BoNT-A LC inh2,0.6,x,-0.2
TcdB GH inh,x,0.9,0.6
BoNT F protease,13,x,-4
Y pestis TopoI,20,-4,31
CCHF vOTU inh,14,-4,-3
PfHsp40 rescue,0.6,2.2,0.3
FadD28 binding,-0.6,-0.4,0.5
Anthrax LF inh2,1,x,-1

Taken from above:
Under FadD28 binding, compound 9 has the entry -0.6
Under FadD28 binding, compound 10 has the entry -0.4
Under BoNT F protease, compound 7 has the entry -8

(next part)
17. COc1ccc(Cl)cc1C(=O)Nc1ccc2c(c1)OCO2
18. CN1CCN(C(=O)C2CCCN(c3ncnc4c3nc3n4CCCCC3)C2)CC1 (stereo not drawn)
19. CCCCCCOC(=O)C1=C(C)NC(=O)NC1c1ccc(O)cc1 (stereo not drawn)
20. C[C@H](CO)N1C[C@H](C)[C@@H](CN(C)C(=O)C2CCOCC2)Oc2ncc(Br)cc2C1=O
21. CCC1CCCCN1c1nc(-c2cccc(OC)c2O)nc2ccccc12 (stereo not drawn)
22. COC(=O)c1ccc(/C=N\N2CCN(c3ccccc3)CC2)cc1
23. CCOC(=O)/C(C#N)=C/c1cn(CCC(=O)O)nc1-c1cccc(Cl)c1
24. COc1ccc(Nc2ncc(C(=O)N3CCC(C(N)=O)CC3)c3ccccc23)cc1
Compound,17,18,19,20,21,22,23,24
PrPC TRFRET,20,-4,7,-1,-8,-4,3,-2
BoNT-A LC inh2,-1.0,1.9,-0.3,-0.2,-2.8,0.3,-0.3,0.4
TcdB GH inh,x,0.3,x,-0.6&0.7&1.2,x,-0.8,-2.7,x
BoNT F protease,-6,2,0,2,-4,u,-8,4
Y pestis TopoI,1,4,2,-9,10,0,7,3
CCHF vOTU inh,12,14,1,7,4,1,8,4
PfHsp40 rescue,0.5,1.0,0.2,x,0.6,-0.1,2.1,-0.2
FadD28 binding,-3.0,-2.4,-2.1,-3.7,0.8,-0.3,-2.8,-1.0
Anthrax LF inh2,-12,1,-2,-9,-6,-7,-1,2

25. Cc1ccc2c(Cl)cc(Cl)c(OCC(=O)NC(=O)NCc3ccco3)c2n1
26. COc1cccc(CN2CCC2(C)C(=O)Nc2cccc(Oc3ccccc3)c2)c1F (stereo not drawn)
27. COc1ccc(CCC(=O)Nc2cccc(S(=O)(=O)N3CCOCC3)c2)cc1OC
28. O=C(NCC1(c2ccccc2)CCCC1)C(=O)N1CCOCC1
29. C/C(=N\NC(=O)CC1N=C(Cc2ccccc2)NNC1=O)c1ccc(Br)cc1 (stereo not drawn)
30. C/C(=N\N=C\c1cccc(F)c1)c1nnn(-c2nonc2N)c1C
31. CCC(C)Cn1c(C(C)C)nc2ccccc21 (stereo not drawn)
32. C=CCn1c(O)c(N=NC(=O)OC(C)(C)C)c2ccccc21
Compound,25,26,27,28,29,30,31,32
PrPC TRFRET,-5,3,-3,0,5,0,-3,-2
BoNT-A LC inh2,-1.0,0.2,-0.7,0.0,-0.8,0.3,-0.3,-1.0
TcdB GH inh,x,-1.0,1.9,x,1.6,-0.3,0.1,x
BoNT F protease,7,0,-7,-8,-3,-5,0,0
Y pestis TopoI,34,34,12,5,2,2,5,-3
CCHF vOTU inh,-3,15,3,0,-2,-3,1,-9
PfHsp40 rescue,-0.6,x,-1.1,-0.5,0.8,2.7,-1.3,-0.7
FadD28 binding,-2.2,-1.4,-3.7,0.2,-1.9,-2.5,-0.7,-1.1
Anthrax LF inh2,-1,-1,6,-1,-4,0,0,-2

33. CCCCOC(=O)n1c(SCC(=O)N(C)C)nc2ccccc21
34. O=C(CCNC(=O)c1ccccc1Cl)NCCc1ccc(C(F)(F)F)cc1
35. COCCOC(=O)c1c(C)oc2ccc(NS(=O)(=O)c3ccccc3)cc12
36. CCOC(=O)C1CCCN(C(=O)c2ccc(OC)cc2)CC1 (stereo not drawn)
37. O=C(NCCN1CCOCC1)c1ccc([N+](=O)[O-])cc1[N+](=O)[O-]
38. c1ccc(Nc2c3c(nc4ncnn24)CCC3)cc1
39. COC(=O)/C(=C/N(C)C)C(=O)N1CCN(c2ccc(Cl)c(Cl)c2)CC1
40. O=C(CCN1C(=O)C2C3C=CC(C3)C2C1=O)Nc1ccccc1 (stereo not drawn)
Compound,33,34,35,36,37,38,39,40
PrPC TRFRET,-1,-7,3,10,-59,5,-1,6
BoNT-A LC inh2,6.2,-3.6,0.2,-0.3,-0.7,-0.4,0.1,-0.8
TcdB GH inh,x,1.7,2.7,0.3,x,x,0.5,0.8
BoNT F protease,6,3,-8,-6,-10,4,4,-11
Y pestis TopoI,29,1,5,3,0,-4,18,0
CCHF vOTU inh,1,3,-7,12,7,6,-2,-9
PfHsp40 rescue,0.1,0.8,-1.1,x,-0.1,-0.8,-1.4,-2.0
FadD28 binding,-0.2,-2.7,-5.8,-1.5,-3.4,-3.0,-0.8,-2.2
Anthrax LF inh2,3,-9,-1,-4,0,3,5,-1

41. CCCCC1Cc2[nH]c(=S)[nH]c(=O)c2C(c2ccc(Cl)cc2)O1 (stereo not drawn)
42. COc1ccccc1CN1C(=O)c2ccncc2C1=O
43. Cc1ccc(/C=C/c2nnc(-c3ccc(C)cc3)o2)cc1
44. Cc1c(C(=O)NCCC2=CCCCC2)oc2ccc(S(=O)(=O)N3CCC4(CC3)OCCO4)cc12
45. COc1ccc(/C=N/Nc2nnc(Cc3ccc(OC)c(OC)c3)c(=O)[nH]2)cc1
46. COC(=O)[C@H](Cc1ccccc1)NC(=O)NCCc1ccc(F)cc1
47. Cc1nn(Cc2c(F)c(F)c(F)c(F)c2F)c(C)c1NC(=O)c1nn(C)cc1[N+](=O)[O-]
48. CCOCCCn1cnc2c(c1=O)c1nc3ccccc3nc1n2-c1ccccc1
Compound,41,42,43,44,45,46,47,48
PrPC TRFRET,-10,x,1,5,12,-4,-2,-16
BoNT-A LC inh2,-0.3,1.4,-0.3,0.2,0.6,x,u,3.7
TcdB GH inh,5.6,1.1,x,x,x,-0.4,x,3.5
BoNT F protease,-3,10,-8,-9,-2,x,1,4
Y pestis TopoI,x,1,-1,5,22,9,6,-1
CCHF vOTU inh,3,x,-13,2,-2,-11,4,-17
PfHsp40 rescue,x,-0.8,2.6,5.0,0.7,x,-0.2,0.7
FadD28 binding,-2.6,-2.8,-0.4,-2.6,-3.9,-1.3,0.2,7.2
Anthrax LF inh2,-7,3,1,1,-2,x,1,5

49. Cn1ncc2c(N3CCN(c4ccc(Cl)c(Cl)c4)CC3)ncnc21
50. Cc1cccc(NC(=O)COc2ccc(Br)cc2/C=N/O)c1
51. CCC(C)c1ccc(O)c(NC(=O)c2cncc(Br)c2)c1 (stereo not drawn)
52. O=C(O)c1cc(-c2ccccc2)n(-c2ccccc2C(=O)O)n1
53. CCn1c(N)c(C(=O)NC2CCCCC2)sc1=S
54. O=C(/C=C/c1ccco1)OCc1nnc(-c2ccc(Cl)cc2)o1
55. O=C(Nc1ccc(CN2CCOCC2)cc1)c1cc(Cl)ccc1Cl
56. Cc1ccc(C2=NN(C(=S)Nc3ccccc3)C(c3ccco3)C2)cc1 (stereo not drawn)
57. Cc1ccc(S(=O)(=O)N(CC(=O)NCc2ccco2)c2ccccc2C)cc1
Compound,49,50,51,52,53,54,55,56,57
PrPC TRFRET,-2,4,3,-3,-13,-3,7,-2,1
BoNT-A LC inh2,-0.7,-0.1,-1.0,-1.9,-4.0,-0.2,-2.2,-0.2,-1.4
TcdB GH inh,-0.4,1.8,1.5,x,x,0.6,0.4,x,-0.8
BoNT F protease,0,-7,-10,-17,-19,6,24,-4,-7
Y pestis TopoI,5,1,-5,-1,-5,-2,-1,1,16
CCHF vOTU inh,5,-11,4,12,-8,12,-14,7,-7
PfHsp40 rescue,-0.4,4.3,2.8,-0.6,-0.8,-0.6,-0.4,11,0.3
FadD28 binding,-3.8,-3.3,-1.4,-0.7,-1.4,0.4,-2.1,-3.0,-3.3
Anthrax LF inh2,-3,-1,-2,-12,-4,-3,-1,-2,-2

The order is random; 2.3% or so of the library scored in one or more.
